Bioassay records deposited in PubChem by National Center for Advancing Translational Sciences (NCATS).
ALOX12 inhib – 12-hLO (ALOX12) enzyme inhibition. purified 12-hLO, xylenol orange hydroperoxide absorbance. Potency, µM (highest dose often 57.1 µM), without a hit: at the highest dose activity change, negative = inhibition, actives largely listed as inhibitors. 0.12% of 150,000 active. AID 1452; also: potency is read from the fitted curve at half-maximal effect; nearly all actives have a fitted effect of over 55% in size; many of its hits are not listed in these tables
Target sequence (P18054 whole entry, looked up): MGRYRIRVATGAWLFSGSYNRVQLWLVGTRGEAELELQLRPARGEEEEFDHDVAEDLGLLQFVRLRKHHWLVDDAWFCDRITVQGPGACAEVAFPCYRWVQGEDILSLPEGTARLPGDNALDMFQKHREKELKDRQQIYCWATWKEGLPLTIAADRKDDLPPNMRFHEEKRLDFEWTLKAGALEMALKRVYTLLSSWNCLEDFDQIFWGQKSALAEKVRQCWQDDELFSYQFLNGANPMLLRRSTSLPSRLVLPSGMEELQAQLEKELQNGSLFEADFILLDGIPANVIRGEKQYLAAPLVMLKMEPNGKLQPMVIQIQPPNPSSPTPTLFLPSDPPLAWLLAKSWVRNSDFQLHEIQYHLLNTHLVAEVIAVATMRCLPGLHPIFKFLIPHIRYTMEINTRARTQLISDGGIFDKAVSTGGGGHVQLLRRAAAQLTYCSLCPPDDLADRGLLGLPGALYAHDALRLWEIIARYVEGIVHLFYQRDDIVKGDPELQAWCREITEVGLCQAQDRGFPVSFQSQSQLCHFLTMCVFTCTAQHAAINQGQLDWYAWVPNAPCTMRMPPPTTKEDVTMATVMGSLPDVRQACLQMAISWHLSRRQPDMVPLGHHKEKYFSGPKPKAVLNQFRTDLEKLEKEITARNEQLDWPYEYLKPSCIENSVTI
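Lipoxygenase turnover measured by absorbance at 573 and 405 nm after Fe-XO development. Human 12hLO 150 nM, arachidonate 40 uM, pH 7.0 Hepes buffer with detergent; 15 min compound preincubation, 30 min reaction.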
15-hLO-2 inh – blocks human 15-lipoxygenase 2 activity; O15296; purified 15hLO-2, xylenol orange hydroperoxide absorbance; Potency, µM (titrated, usually from 57.1 µM), without a hit: at the highest dose activity change, negative = inhibition, hits mostly inhibitors; 0.56% of 110,000 active; also: potency is read from the fitted curve at half-maximal effect; nearly all actives have a fitted effect of over 60% in size; many of its hits are not listed in these tables
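Enzyme 50 nM, AA 45 uM, 25 mM Hepes pH 7.5 + 0.01% Triton X-100; cpd preinc 15 min RT, rxn 90 min RT; stop/detect with 200 uM XO + 300 uM Fe(II) in 50 mM H2SO4, 30 min; A573/A405.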
PNC assembly inh – blocks assembly of the perinucleolar compartment | PC3M PTB-GFP, PNC prevalence imaging, 16 h; active compounds read low | activity change (PNC), negative = inhibition, % at 10 µM | 3.1% of 140,000 active | AID 2417;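 active = readout at or below -70, meaning at least 70% loss of cells showing the perinucleolar compartment, a nuclear body marking cancer cells; inconclusive = readout between -30 and a set limit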;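 also: plate controls were DMSO wells for no effect and camptothecin positive control wells for full effect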
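PC3M cells stably expressing PTB-GFP, 750–1000 cells/well, treated 16 h at 37 °C with compound (23 nl of library stock), in duplicate. After paraformaldehyde fixation and Hoechst stain, imaged at 20x; PNC prevalence scored by image analysis.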
IMPase cell inh – IMPase inhibition in cells | CHO-M1 cells, IP1 accumulation, HTRF TR-FRET ratio | inhibition (IP1 accumulation), % at 46.1 µM | 120,000 tested, under 10 active | AID 901; active = well fitted curve in the direction sought with a large enough effect in the signal ratio, not every such curve was filed as active; inconclusive = small, poorly fitted or top-dose-only effect, or a change in a side signal; inactive = no such curve, though single readings can be large or run the other way; the % refers to the signal ratio;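 also: cells stimulated with carbachol in lithium chloride buffer; plate controls were DMSO basal wells for no effect and reference inhibitor wells for full effect; higher means more IMPase inhibition seen as more IP1 and lower FRET ratio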
Target sequence (P97697 whole entry, looked up): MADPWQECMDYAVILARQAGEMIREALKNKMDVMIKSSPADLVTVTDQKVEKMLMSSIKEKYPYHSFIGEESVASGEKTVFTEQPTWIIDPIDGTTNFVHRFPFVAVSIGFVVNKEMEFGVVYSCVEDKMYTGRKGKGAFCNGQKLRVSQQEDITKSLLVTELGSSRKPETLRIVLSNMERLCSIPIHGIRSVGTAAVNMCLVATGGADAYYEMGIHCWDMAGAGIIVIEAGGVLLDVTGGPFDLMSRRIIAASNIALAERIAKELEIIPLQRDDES
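Cellular IMPase inhibition is scored as a rise in cytosolic IP1, detected by competitive TR-FRET between d2-labelled IP1 and a europium anti-IP1 antibody. M1-expressing CHO cells were stimulated with carbachol for 30 min at 37C, with lithium (50 mM LiCl) present in the buffer.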
* hit, by the source's call; ? = inconclusive; / = not tested or not shown; & = joins results of further samples; [ ] = another dose, or the depositor's remark. Unless noted, calls follow the shape of the dose curve; as a rule, active = well fitted curve in the direction sought with a large enough effect; inconclusive = small, poorly fitted or top-dose-only effect, or another doubt; inactive = no such curve, though single readings can be large; an effect the other way counts as inactive or inconclusive. Unless noted, % is scaled to controls: 0 for no effect and ±100 for the full control effect.

ALOX12 inhib	PNC assembly inh	IMPase cell inh	15-hLO-2 inh	canonical_smiles
-1%[11.4 µM]	/	/	-11%[11.4 µM]	CC1(C)CCC(=O)N[C@H]1CC(=O)C[C@H]1NC(=O)CCC1(C)C
0%	?	5	2%	CCC1CCCCN1Cc1nc2c(c(=O)n(C)c(=O)n2C)n1Cc1cccc2ccccc12 (stereo not given)
0%	10	/	/	C[C@]12CC[C@@H]3c4ccc(O)cc4[C@@H](O)C[C@H]3[C@@H]1CC[C@@H]2O
-1%[0.00818 µM]	/	/	-11%[0.0915 µM]	Cc1cc2oc(=O)cc(-c3ccccc3)c2c(C)c1-c1ccc(F)c(Cl)c1
9%	302	12	/	O=C1/C(=C\c2ccc3ccccc3c2)CCCc2ccccc21
-5%	-30	-5	-9%	COc1ccc(NC(=O)CC(NCCc2ccccc2)C(=O)O)c(OC)c1 (stereo not given)
13%	-11	3	-1%	COC(=O)CCS(=O)(=O)c1ccc(NC(C)=O)cc1
-4%&-1%	11	/	-20%	CC1=C(C(=O)OCc2ccccc2)C(c2ccc(C(C)(C)C)cc2)NC(=O)N1CCCCCC(=O)O (stereo not given)
-7%	2	?	0%	Cc1ccccc1C(=O)c1cccn1CC(=O)NCC1CCCO1 (stereo not given)
7%	59	2	/	COc1ccc([N+](=O)[O-])cc1NC1CCCCC1
16%	-20	-3	4%	NS(=O)(=O)c1ccc(CCNC(=O)C2Cc3ccccc3CN2C(=O)c2ccco2)cc1 (stereo not given)
0%	-19	-5	/	Cc1ccc(C(=O)Nc2ccc(Br)cc2)cc1S(=O)(=O)Nc1ccccn1
-3%	/	/	2%	O=C(c1ccncc1)N1CCC2(CC1)CCN(c1ccccn1)CC2
-14%	54	/	/	N#CC1=C(N)NC(SCC(=O)c2ccccc2)=C(C#N)C12CCCC2
-1%	-17	3	/	O=C(COC(=O)c1cccc(Br)c1)NCCc1ccccc1
-1%	-26	-9	7%	COc1ccc2[nH]c(=O)c(C(c3nnnn3C3CCCCC3)N3CCN(C)CC3)cc2c1 (stereo not given)
5%	30	1	-10%	CNS(=O)(=O)c1ccc(C)cc1
-1%	?	-12	1%	CCn1cnc2c(cnn2-c2ccccc2)c1=O
1%	-12	/	/	COc1cccc(-n2cnc(=O)c3cccnc32)c1
-1%	8	/	/	COCCNC(=O)Cc1ccc(F)cc1
3%	?	-1	1%	FC(F)(F)c1nnc(-c2ccccc2)nc1Sc1ccc(Cl)cc1
12%	-19	2	5%	O=C(CSCC(=O)NCc1ccco1)NCc1ccco1
1%	1	-3	/	COc1ccc(CCNC(=O)Cn2nnc3ccccc3c2=O)cc1
-4%	-23	-3	3%	COCCN(C(=O)CNC(=O)c1cccs1)C(C(=O)NC1CCCC1)c1cccs1 (stereo not given)
0%	?	-2	3%	CCOC(=O)N1CCC(NC(=O)CCc2c(C)nc3nc(C)nn3c2C)CC1
-8%	-17	-22	16%	C1=C(c2ccc(-c3ccccc3)cc2)Nc2ncnn2C1c1ccco1 (stereo not given)
0%	-13	0	1%	Cc1noc(C)c1COC(=O)c1ccccc1NC(=O)Cc1ccccc1
-4%	17	4	-6%	Clc1ccccc1-c1nnn(Cc2ccc(-c3nn[nH]n3)cc2)n1
-3%	-22	0	-19%	COc1cccc2c1C(=O)c1ccc3ccccc3c1C2=O
-29%	-25	-7	2%[2.29 µM]	COc1ccc(Br)cc1/C=c1\sc2nc(-c3ccco3)nn2c1=O
7%	?	-3	-1%	Cc1cc(C)n2c(SCc3cccs3)nnc2n1
-14%	-25	-6	/	Nc1nc(SCc2ccc(Cl)cc2Cl)ns1
-2%	-103*	/	/	CC(=O)Nc1cc(C(=O)NCc2ccco2)ccc1Sc1ccc(Cl)cc1
4%	-90*	0	/	CC1(C)CC(=O)C(CC(=O)Nc2ccc(S(N)(=O)=O)cc2)=C(O)C1
-1%	-7	/	/	COc1cccc(NC(=S)NCc2cccs2)c1
5%	-1	5	/	COc1ccc(S(=O)(=O)N2CCOCC2)cc1NC(=O)c1cc2c(s1)CCCC2
-1%	/	/	21%	CCN(CC)CCOC(=O)C(Cc1cccc2ccccc12)CC1CCCO1 (stereo not given)
-6%	37	8	5%	Cc1ccc(S(=O)c2ccc(C)cc2)cc1
-2%	?	4	2%	CC(C)=CC(=O)OCC(=O)Nc1ccc(Cl)cn1
-1%	-23	-5	0%	COc1ccc(OC)c(NC(=O)C2CCN(S(C)(=O)=O)CC2)c1
-2%	?	0	0%	CC1=C(C(=O)NCc2ccccn2)C2(CCC(C)CC2)OC1=O (stereo not given)
4%	8	3	/	Oc1c(C=C2N=c3ccccc3=N2)sc(=S)n1-c1ccccc1
-14%	/	/	-9%	O=C(c1cccc(F)c1)N1CCC2(CC1)CN(c1ccccc1)C2
-4%	25	8	-4%	COc1ccccc1N1CCN(C(c2cccs2)c2nnnn2C2CCCC2)CC1 (stereo not given)
-5%	67	2	-15%	S=C(Nc1ccccc1)Nc1ccc(OCc2ccccc2)cc1
-4%	-2	?	-6%	COc1ccc(OC)c(-n2c(-c3ccc(C)cc3)n[nH]c2=S)c1
6%	-9	3	9%	O=c1c2ccsc2ncn1Cc1ccccc1F
-9%	0	5	0%	COCCn1c(SCC(=O)Nc2cc(C)on2)nnc1-c1c[nH]c2ccccc12

Reprinted from above, 13 compounds:
ALOX12 inhib	PNC assembly inh	IMPase cell inh	15-hLO-2 inh	canonical_smiles
4%	-90*	0	/	CC1(C)CC(=O)C(CC(=O)Nc2ccc(S(N)(=O)=O)cc2)=C(O)C1
-1%	-7	/	/	COc1cccc(NC(=S)NCc2cccs2)c1
5%	-1	5	/	COc1ccc(S(=O)(=O)N2CCOCC2)cc1NC(=O)c1cc2c(s1)CCCC2
-1%	/	/	21%	CCN(CC)CCOC(=O)C(Cc1cccc2ccccc12)CC1CCCO1 (stereo not given)
-6%	37	8	5%	Cc1ccc(S(=O)c2ccc(C)cc2)cc1
-2%	?	4	2%	CC(C)=CC(=O)OCC(=O)Nc1ccc(Cl)cn1
-1%	-23	-5	0%	COc1ccc(OC)c(NC(=O)C2CCN(S(C)(=O)=O)CC2)c1
-2%	?	0	0%	CC1=C(C(=O)NCc2ccccn2)C2(CCC(C)CC2)OC1=O (stereo not given)
4%	8	3	/	Oc1c(C=C2N=c3ccccc3=N2)sc(=S)n1-c1ccccc1
-14%	/	/	-9%	O=C(c1cccc(F)c1)N1CCC2(CC1)CN(c1ccccc1)C2
-4%	25	8	-4%	COc1ccccc1N1CCN(C(c2cccs2)c2nnnn2C2CCCC2)CC1 (stereo not given)
-5%	67	2	-15%	S=C(Nc1ccccc1)Nc1ccc(OCc2ccccc2)cc1
-4%	-2	?	-6%	COc1ccc(OC)c(-n2c(-c3ccc(C)cc3)n[nH]c2=S)c1

Continued:
ALOX12 inhib	PNC assembly inh	IMPase cell inh	15-hLO-2 inh	canonical_smiles
-3%	-19	1	6%	COC(=O)Cn1cnc2sc(C)c(S(=O)(=O)N3CCC(C)CC3)c2c1=O
-3%	51	/	/	CCCC[C@@H]1C[C@H]1[C@@H](NC(=O)c1ccco1)c1ccc(Cl)cc1
0%	?	-4	13%	COc1cc(CNCCO)cc(Br)c1OCc1ccccc1Cl
-1%	31	9	-2%	O=C1CC(=O)C(n2cncn2)C(c2ccc(Cl)cc2)C1 (stereo not given)
3%	9	5	1%	CCC(C)c1c(O)nc(SCC(=O)Nc2ccccc2)[nH]c1=O (stereo not given)
-1%	34	0	29%	CC(C)CCN1CC(O)=C(c2nc3ccccc3[nH]2)C1=N
-2%	-18	6	2%	COC(=O)C1=C(C)NC2=C(C(=O)CCC2)C1c1ccsc1 (stereo not given)
?	-19	5	?	C/C(=C\c1ccco1)C1Nc2cccc3cccc(c23)N1
-2%	?	-4	2%	O=C(c1ccco1)N(c1ccccn1)c1ccccn1
-2%	?	-1	-10%	Cc1cc(NS(=O)(=O)c2ccc(NC(=O)C(C)Oc3ccc4c(C)cc(=O)oc4c3)cc2)no1 (stereo not given)
-5%	/	/	18%	O=C(c1cnccn1)N1CCC[C@@]2(CCN(c3ccncc3)C2)C1
3%	-15	/	/	CCOC(=O)c1ccccc1NC(=O)c1cn(-c2ccc(C)c(C)c2)c(=O)c2ccccc12
-1%	-2	/	/	Cc1cc(C)c(NC(=O)Cc2ccc(-n3cccc3)cc2)c(C)c1
6%	74	3	-21%	CCc1nc2sc3ccccc3c(=O)c2c(=O)n1CCOC
-2%	50	3	30%	O=C(NCCN1CCOCC1)c1cc(-c2ccc(Br)cc2)on1
-3%	-22	/	/	O=C(NCC1(c2ccccc2)CCCC1)c1ccc(Br)o1
-2%	-22	1	-3%	N#Cc1c(N)n[nH]c1CCCN
-4%	-7	1	6%	CC1=C(C(=O)OC(C)C)C(c2cccs2)N2C(=O)C(C)SC2=N1 (stereo not given)
0%[25.6 µM]	/	-9[20.6 µM]	9%[25.6 µM]	Nc1ncnc2c1ncn2[C@@H]1O[C@H](COP(=O)(O)O)[C@@H](O)[C@@H]1O
1%	-21	4	-4%	Cc1ccc(Cn2nc(C)c3cc(C(=O)OCC(N)=O)sc32)cc1
2%	15	14	41%[activator]	O=C(CN1CCN(Cc2ccccc2)CC1)N1CCCc2c1c(=O)oc1ccc(O)cc21
5%	-20	2	6%	COc1cccc(-c2nc(CSCC(=O)N3CCc4ccccc43)c(C)o2)c1
-1%	7	/	/	Cc1ccc(NC(=O)COC(=O)COc2ccc(Cl)cc2C)c([N+](=O)[O-])c1
-2%	15	-9	7%	CCC(C)NC(=O)C1CCN(c2nc(C)cc(C)n2)CC1 (stereo not given)
2%	-3	0	-10%	CC(SC1=NCCS1)C(=O)Nc1nnc(-c2ccc(F)cc2)s1 (stereo not given)
4%	11	-8	2%	Cc1cc(C)n2nc(SCC(=O)N(C)c3ccccc3)nc2n1
2%	5	12	-1%	COc1ccccc1CO/N=C/NC(=O)c1c(OC)ccnc1Oc1ccc(F)cc1
-3%	31	/	/	COc1ccc(C(=O)N2N=C(c3cccc(OC)c3)CC2(O)C(F)(F)F)cc1 (stereo not given)
11%	51	-3	-8%	Cc1ccc(-c2csc(N(CCc3ccccc3)C(=O)COc3ccccc3)n2)cc1
-5%	16	/	/	CC1CCCN(c2nc(NCc3ccco3)nc(N)c2[N+](=O)[O-])C1 (stereo not given)
3%	55	-4	-5%	Cn1cccc1C(=O)C(=O)Nc1cccc(Cl)c1Cl
5%	-26	-1	-4%	CCOC(=O)Cc1csc(NC(=O)c2ccc(C)o2)n1
-11%	/	13	?	CN1CCc2c(cc(O)c(O)c2Cl)[C@H](c2cccc(Cl)c2)C1
-5%	-9	/	/	CC(C)(C)C1CCC(=NNC(=O)CN(c2ccccc2)S(C)(=O)=O)CC1 (stereo not given)
-8%	?	-18	-8%	COc1ccc2[nH]c3c(=O)n(CCCCC(=O)N4CCCC4)c(=S)[nH]c3c2c1
4%	25	-8	-3%	CCCC(=O)Nc1cc(-c2nn(C)c(=O)c3ccccc23)ccc1N1CCOCC1
-2%	-15	4	4%[2.29 µM]	COc1ccc(-c2nc(C(N)=O)c3[nH]c(=O)n(-c4cccc(Cl)c4)c3n2)cc1OC
-7%	20	9	-4%	CC(=O)C1=C(C)NC(=O)NC1c1ccc(OC2CCCC2)cc1 (stereo not given)

Only part of the results is shown (hit frequency here may not be typical).
